TEAD-YAP block – TEAD-YAP interaction inhibition, primary screen, TEAD-YAP interaction inhibitor project, luminescence, HEK-TIYL cells | TEAD-Gal4/YAP UAS-luciferase luminescence | inhibition, % at 9.12 µM | 640,000 tested, 1.4% active; in the data active = inhibition above about 32%;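 note: 0% = median of test compound wells and 100% = reference inhibitor wells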
MITF inh – MITF inhibitors, primary screen, biochemical, AlphaScreen, human; Microphthalmia-associated transcription factor (Homo sapiens), O75030; AlphaScreen MITF homodimerization, bead proximity signal; inhibition, % at 2.6 µM; 650,000 tested, 0.91% active; in the data active = inhibition above about 50%;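 note: 0% = vehicle wells with protein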
Target sequence (O75030 whole entry, looked up): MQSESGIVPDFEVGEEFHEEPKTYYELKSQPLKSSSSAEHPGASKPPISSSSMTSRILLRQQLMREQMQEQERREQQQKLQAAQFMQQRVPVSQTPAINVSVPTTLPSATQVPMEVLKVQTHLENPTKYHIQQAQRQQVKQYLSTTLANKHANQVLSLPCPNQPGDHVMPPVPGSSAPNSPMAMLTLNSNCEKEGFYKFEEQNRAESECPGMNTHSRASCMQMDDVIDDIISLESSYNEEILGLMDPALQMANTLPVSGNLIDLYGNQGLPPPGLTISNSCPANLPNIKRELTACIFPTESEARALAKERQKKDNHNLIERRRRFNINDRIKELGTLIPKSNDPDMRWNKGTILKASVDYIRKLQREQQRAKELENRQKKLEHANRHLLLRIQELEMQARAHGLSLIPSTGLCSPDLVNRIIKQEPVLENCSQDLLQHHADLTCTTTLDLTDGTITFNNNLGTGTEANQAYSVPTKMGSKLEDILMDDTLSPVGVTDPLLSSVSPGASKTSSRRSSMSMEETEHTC
GPR151 ag – activators of human GPR151, primary screen, cell-based, PathHunter beta-arrestin, luminescence | activation, % at 11.2 µM | G-protein coupled receptor 151 (Homo sapiens), Q8TDV0 | PathHunter beta-arrestin GPR151 cells | 650,000 tested, 1% active; in the data active = activation above about 4.9%;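 note: 0% = median of compound wells and 100% = cells with positive control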
Target sequence (Q8TDV0 whole entry, looked up): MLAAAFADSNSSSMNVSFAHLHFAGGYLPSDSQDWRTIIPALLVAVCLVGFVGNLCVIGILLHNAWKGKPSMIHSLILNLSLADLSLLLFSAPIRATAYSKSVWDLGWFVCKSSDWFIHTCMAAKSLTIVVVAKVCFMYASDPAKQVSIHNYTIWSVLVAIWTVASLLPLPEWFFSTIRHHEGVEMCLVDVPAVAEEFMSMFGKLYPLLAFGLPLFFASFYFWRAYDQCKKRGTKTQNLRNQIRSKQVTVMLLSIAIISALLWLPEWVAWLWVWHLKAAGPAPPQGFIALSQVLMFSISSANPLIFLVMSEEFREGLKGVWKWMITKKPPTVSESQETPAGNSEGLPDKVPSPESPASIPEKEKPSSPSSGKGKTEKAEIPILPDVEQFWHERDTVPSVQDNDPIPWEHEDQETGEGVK
FBW7 act – FBW7 E3 ligase activators, primary screen, biochemical, AlphaScreen, human; AlphaScreen FBW7–phospho-cyclin E peptide binding, activator screen; normalized activity (activation), % at 26.1 µM; 650,000 tested, 0.13% active; AID 1259310, 2017; in the data active = normalized activity above about 1.9%;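 note: purified mutant Fbw7 with reduced substrate affinity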
An asterisk follows results filed as active; & = joins results of further samples.

For COC(=O)C(O)(c1ccc(O)c(Cl)c1)C(F)(F)F (stereo not given) the results were TEAD-YAP block 1.4, MITF inh -14.3, GPR151 ag -1.7 and FBW7 act -0.1.
`O=C1N(Cc2ccccc2Cl)c2ccccc2C12NN=C(c1ccccc1)S2` (stereo not given) gave TEAD-YAP block -4.0, MITF inh 27.8, GPR151 ag -1.5 and FBW7 act -0.4.
`Cn1cnc2nc(Cl)nc(NCCO)c21` gave TEAD-YAP block 2.5, MITF inh 6.7, GPR151 ag -0.6 and FBW7 act -0.1.
For O=C(Nc1ccc(-c2ccn[nH]2)cc1)C1CCCN(Cc2cccc(-n3cccn3)c2)C1 (stereo not given) the results were TEAD-YAP block -1.7, MITF inh -5.3, GPR151 ag 0.5 and FBW7 act 0.2.
COc1ccc(-n2cccc2/C=C2/SC(=O)N(C)C2=O)cc1 was read as TEAD-YAP block -13.2, MITF inh -6.0, GPR151 ag -2.4 and FBW7 act 0.1.
COc1ccc(C(=O)Nc2ccnn2C2CCN(C(=O)CCc3ccccc3)CC2)cc1 was read as TEAD-YAP block -11.0, MITF inh 9.4, GPR151 ag -0.1 and FBW7 act 0.1.
For Cc1cccc(NC2c3ccccc3-c3cc(C)ncc32)c1 (stereo not given) the results were TEAD-YAP block -12.8, MITF inh 14.2, GPR151 ag -1.7 and FBW7 act 0.7.
For COc1ccc(-c2cc(C(=O)NCCC(c3ccccc3)c3ccccc3)c3ccccc3n2)cc1OC the results were TEAD-YAP block 5.6, MITF inh 1.9, GPR151 ag 0.3 and FBW7 act -0.1.
For COc1ccc(NC(=O)COc2ccc(C=C3C(=O)NC(=O)NC3=O)cc2)cc1 the results were TEAD-YAP block 1.3, MITF inh -8.2, GPR151 ag 0.9 and FBW7 act -0.1.
`Cc1c(-c2ccccc2)n[nH]c1C(=O)NN` gave TEAD-YAP block -12.7, MITF inh 7.9, GPR151 ag -0.2 and FBW7 act 0.2.
`COc1ccc(N(C(=O)c2ccco2)C(C(=O)NC2CCCC2)c2ccco2)c(OC)c1` (stereo not given) gave TEAD-YAP block -4.4, MITF inh -1.1, GPR151 ag 0.1 and FBW7 act -0.1.
For Cc1ccc(C(=O)c2sc3nc4c(cc3c2N)CCC4)c(C)c1 the results were TEAD-YAP block -21.4, MITF inh 7.9, GPR151 ag -0.1 and FBW7 act 2.0*.
Screening CCOCCOC(=O)c1ccc(NC(=O)COc2cc(C)cc(C)c2)cc1 returned TEAD-YAP block -8.6, MITF inh -9.1, GPR151 ag 3.6 and FBW7 act -0.1.
Screening O=C(CCc1ccc(S(=O)(=O)N2CCOCC2)cc1)N/N=C/c1ccc(O)c(O)c1O returned TEAD-YAP block 4.7, MITF inh 54.1*, GPR151 ag -0.6 and FBW7 act -0.9.
Screening Cc1cnc(-c2csc3ccccc23)nc1NCCO returned TEAD-YAP block 2.2, MITF inh -11.1, GPR151 ag 1.5 and FBW7 act -0.1.
`COc1ccc2[nH]c(=O)c(CN(CCCN(C)C)C(=O)Nc3ccccc3)cc2c1` gave TEAD-YAP block 6.9, MITF inh 13.0, GPR151 ag -0.9 and FBW7 act 0.3.
Screening COc1cc(S(=O)(=O)n2ccc(C)n2)c(OC)cc1Cl returned TEAD-YAP block 6.8, MITF inh 5.2, GPR151 ag -0.4 and FBW7 act 0.1.
For CSc1ncc(C(=O)Nc2ccccc2Br)c(C)n1 the results were TEAD-YAP block 0.6, MITF inh -12.8, GPR151 ag 0.0 and FBW7 act 0.0.
O=C(Nc1ccc(Cl)c(Cl)c1)c1ccccc1NS(=O)(=O)c1cccc2nsnc12 was read as TEAD-YAP block 10.1, MITF inh -7.0, GPR151 ag 2.3 and FBW7 act -0.2.
O=C(CSc1nnc(NC(=O)c2ccccc2)s1)NC1CCCCC1 was read as TEAD-YAP block -14.5, MITF inh -4.2, GPR151 ag -0.1 and FBW7 act 0.0.
Screening COCCN(C1CCN(CCCc2ccccc2)CC1)S(=O)(=O)c1cccs1 returned TEAD-YAP block 2.4, MITF inh -3.1, GPR151 ag -1.5 and FBW7 act -0.1.
CCOC(=O)Cn1c(C(C)=O)nc2ccccc21 was read as TEAD-YAP block -2.8, MITF inh -16.6, GPR151 ag -1.3 and FBW7 act 0.0.
Screening CCc1cc(=O)oc2cc(OC)ccc12 returned TEAD-YAP block 0.4, MITF inh 18.0, GPR151 ag -1.2 and FBW7 act 0.1.
`Cn1cc(-c2ccnc3ccccc23)cn1` gave TEAD-YAP block 1.6, MITF inh -1.1, GPR151 ag -1.1 and FBW7 act -0.2.
`O=C(/C=C/c1ccccc1)N/C(=C\c1ccco1)C(=O)OCc1ccco1` gave TEAD-YAP block -3.9, MITF inh -14.9, GPR151 ag 1.7 and FBW7 act -0.1.
For CCOC(=O)N1CCN(C(=O)c2ccc(CS(=O)Cc3ccccc3Cl)o2)CC1 (stereo not given) the results were TEAD-YAP block 9.9, MITF inh 2.4, GPR151 ag 0.9 and FBW7 act -0.1.
`O=C(CNC(=O)C(c1ccccc1)c1ccccc1)N/N=C/c1cc([N+](=O)[O-])ccc1O` gave TEAD-YAP block 15.3, MITF inh 13.0, GPR151 ag -2.2 and FBW7 act -0.2.
For O=C(Cc1ccccc1)N1CC[C@H]2[C@H](CCCN2C(=O)c2ccc(-c3ccco3)cc2)C1 the results were TEAD-YAP block 0.9, MITF inh 5.3, GPR151 ag -0.5 and FBW7 act 0.3.
For CCN(CC)C(=O)c1ccc2c(=O)n(CCOC)c(=S)[nH]c2c1 the results were TEAD-YAP block 11.0, MITF inh -4.9, GPR151 ag 0.5 and FBW7 act 0.0.
O=[N+]([O-])c1c(NCCCO)cc(Sc2nc3ccccc3o2)c2nonc12 was read as TEAD-YAP block 2.5, MITF inh 10.0, GPR151 ag 1.5 and FBW7 act 0.1.
CCCOc1ccccc1NC(=O)CC1SC(=Nc2ccccc2)NC1=O (stereo not given) was read as TEAD-YAP block 6.8, MITF inh -12.0, GPR151 ag 0.3 and FBW7 act -0.1.
For CCOC(=O)C1=C(N)Oc2cc(C)[nH]c(=O)c2C1c1ccccc1Cl (stereo not given) the results were TEAD-YAP block -2.2, MITF inh 6.6, GPR151 ag 0.1 and FBW7 act 0.0.
Screening O=C(CN1CCN(Cc2ccccc2)CC1)Nc1ccc(-c2nc3cc(NC(=O)CN4CCN(Cc5ccccc5)CC4)ccc3o2)cc1 returned TEAD-YAP block 15.6, MITF inh -7.0, GPR151 ag 1.0 and FBW7 act 0.0.
`OC1COC(N2CCc3ccccc32)C(O)C1O` (stereo not given) gave TEAD-YAP block -2.3, MITF inh 0.4, GPR151 ag -0.9 and FBW7 act 0.0.
For Cc1cc(O)c(Cc2c(O)cc(C)n(Cc3ccccn3)c2=O)c(=O)n1Cc1ccccn1 the results were TEAD-YAP block 5.5, MITF inh -6.3, GPR151 ag 2.6 and FBW7 act -0.4.
COc1ccc(NC(=O)c2ccc3c(c2)C(=O)N(c2ccccc2C)C3=O)cc1 was read as TEAD-YAP block 7.4, MITF inh 3.3, GPR151 ag -0.9 and FBW7 act 0.2.
CCCCn1c(-c2c(Cl)c(C)nn2C)n[nH]c1=S was read as TEAD-YAP block 14.9, MITF inh 1.9, GPR151 ag 0.1 and FBW7 act -0.1.
`O=C1[C@@H]2CSCN2C(=O)[C@H]2CN(S(=O)(=O)c3ccc4ccccc4c3)CCN12` gave TEAD-YAP block -1.5, MITF inh -3.5, GPR151 ag -0.9 and FBW7 act 0.0.
For C[C@@H]1NC(=O)[C@H]2CN(C(=O)c3ccc(F)cc3)CCN2C1=O the results were TEAD-YAP block -6.3, MITF inh 0.9, GPR151 ag 1.6 and FBW7 act -0.2.
Screening O=C(/C=C/c1ccc(F)cc1)Nc1nc2ccccc2[nH]1 returned TEAD-YAP block -83.9, MITF inh 15.7, GPR151 ag -0.1 and FBW7 act 0.5.
`Cc1ccc(-c2cc(C(=O)N3CCCCC3)no2)cc1` gave TEAD-YAP block 5.4, MITF inh 12.3, GPR151 ag -2.6 and FBW7 act 0.2.
O=c1oc(/C=C/c2ccccc2)nc2scc(-c3cccs3)c12 was read as TEAD-YAP block -4.8, MITF inh 0.0, GPR151 ag -0.9 and FBW7 act 0.1.
For CC(=O)Nc1ccc(S(=O)(=O)NC(CC(=O)O)c2cccc([N+](=O)[O-])c2)cc1 (stereo not given) the results were TEAD-YAP block 1.5, MITF inh 8.3, GPR151 ag 0.2 and FBW7 act 0.4.
`Cc1cc(-n2nc3ccccc3n2)c(O)c([N+](=O)[O-])c1` gave TEAD-YAP block 4.0, MITF inh 6.0, GPR151 ag 2.3 and FBW7 act -0.1.
For CCNS(=O)(=O)c1ccc(OC)c(NC(=O)c2ccccc2C(=O)c2ccc(Cl)c([N+](=O)[O-])c2)c1 the results were TEAD-YAP block 1.5, MITF inh -5.4, GPR151 ag -0.4 and FBW7 act 0.1.
Screening O=C(Nc1ccc(-c2nc3ccccc3o2)cc1)c1ccc(S(=O)(=O)N2CCCc3ccccc32)cc1 returned TEAD-YAP block -4.0, MITF inh 9.1, GPR151 ag -1.0 and FBW7 act 0.9.
For CCOC(=O)N1CCN(S(=O)(=O)c2ccc(C(=O)Nc3nc4c(s3)CCCC4)cc2)CC1 the results were TEAD-YAP block 13.2, MITF inh -0.6, GPR151 ag -0.3 and FBW7 act -0.1.
COc1ccc(-c2nnc(SCC(N)=O)n2-c2cccc(C(F)(F)F)c2)cc1 was read as TEAD-YAP block 2.3, MITF inh 16.2, GPR151 ag -1.2 and FBW7 act 0.1.
Cc1ccc(Cn2nnc(C(=O)Nc3ccc(Br)cc3)c2N)cc1 was read as TEAD-YAP block 11.2, MITF inh 16.2, GPR151 ag -0.5 and FBW7 act 0.1.
Screening COc1ccc(C2CC(c3ccc(Br)cc3)Nc3ncnn32)cc1OC (stereo not given) returned TEAD-YAP block 10.3, MITF inh 17.5, GPR151 ag 0.3 and FBW7 act 0.4.
`Cc1sc2ncnc(NCC(C)(C)N3CCCCC3)c2c1C` gave TEAD-YAP block -4.4, MITF inh 4.2, GPR151 ag 0.3 and FBW7 act 0.5.
Screening C=CCNC(=O)CSc1nnc(NCc2ccccc2)s1 returned TEAD-YAP block 3.2, MITF inh -18.0, GPR151 ag 0.6 and FBW7 act -0.1.
Screening CCOC(=O)c1ccccc1S(N)(=O)=O returned TEAD-YAP block 10.7, MITF inh -2.1, GPR151 ag -1.3 and FBW7 act 0.1.
`CCCCCOC(=O)C1=C(C)NC2=C(C(=O)CCC2)C1c1ccc(OC(C)=O)cc1` (stereo not given) gave TEAD-YAP block -0.2, MITF inh 1.8, GPR151 ag -0.1 and FBW7 act -0.2.
Screening CCc1nnc(SCc2ccccc2)n1N returned TEAD-YAP block -4.6, MITF inh -5.0, GPR151 ag -0.9 and FBW7 act 0.0.
For COc1cccc(-n2c(=S)sc3c2nc(SCC(=O)Nc2ccc(OC)cc2OC)n2c4ccccc4nc32)c1 the results were TEAD-YAP block -1.5, MITF inh -4.0, GPR151 ag 1.6 and FBW7 act 0.0.
Screening N=Nc1c(O)[nH]c2ccc(Br)cc12 returned TEAD-YAP block 5.8, MITF inh -2.7, GPR151 ag -0.8 and FBW7 act -0.3.
Screening Cc1cc2c(cc1S(=O)(=O)NC1CCN(Cc3ccccc3)CC1)OCC(=O)N2 returned TEAD-YAP block -3.1, MITF inh -6.9, GPR151 ag 1.3 and FBW7 act -0.2.
Nc1nc2ncc(CNc3ccc(C(=O)NC(CCC(=O)O)C(=O)O)cc3)nc2c(=O)[nH]1 (stereo not given) was read as TEAD-YAP block 15.2&4.8&-8.7, MITF inh 11.8&4.2&-0.5&-1.8, GPR151 ag 0.2&0.8&-1.6&0.7 and FBW7 act 0.3&0.1&-0.1&0.2.
For CCn1c(C(=O)O)c(CNCc2ccccc2Cl)c2ccc(C)cc21 the results were TEAD-YAP block -5.9, MITF inh -5.4, GPR151 ag 0.9 and FBW7 act -0.1.
For O=C(COC(=O)Cc1ccc(F)cc1)NCc1ccco1 the results were TEAD-YAP block 4.8, MITF inh 20.5, GPR151 ag 0.6 and FBW7 act -0.1.

High-throughput results from PubChem BioAssay.
